USP2a inh = qHTS Assay for Inhibitors of Ubiquitin-specific Protease USP2a Using CHOP2 as the Reporter. Ubiquitin carboxyl-terminal hydrolase 2 (Homo sapiens), O75604. USP2 core, Ub-CHOP2 coupled fluorogenic reporter, 485/531. Potency, µM (series often up to 38.3 µM), for the others: at the top dose activity change, negative = inhibition, actives largely listed as inhibitors. 0.01% of 330,000 active. AID 463254, 2010;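 also: potency is read from the fitted curve at half-maximal effect; plate controls were DMSO wells for no effect and full inhibition by NEM control for full effect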
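Deubiquitinase activity read as fluorescence (485/531 nm) after Ub-CHOP2 cleavage activates the enterokinase reporter on its substrate; USP2 core 10nM, Ub-CHOP2 and substrate 25nM each, 30min compound preincubation then 60min RT; data normalized to NEM, curves fitted.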
KCNH2 3.1 inh = qHTS for Inhibitors of KCHN2 3.1: Mutant qHTS; U2OS KCNH2 3.1, thallium flux FluxOr; stronger effect = lower value; activity change, % (tested at about 1.8 µM); 0.95% of 340,000 active;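 active = maximum activity change below -70%; inconclusive = maximum activity change from -70% to -50%; inactive = maximum activity change above -50%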;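 also: thallium influx rate constant from kinetic fluorescence after stimulation buffer; % is scaled to controls: 0 for no effect and ±100 for the full control effect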
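We transduce U2OS cells with the mutant 3.1 virus, culture them overnight, load FluxOr with Red40 quencher for 45 min, then add stimulation buffer and read kinetically for 2 min to derive a normalized rate constant.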
Coupling enz = qHTS Assay for Inhibitors of Fructose-1,6-bisphosphate Aldolase from Giardia Lamblia: Coupling assay counterscreen; activity change, negative = inhibition, % at 58.2 µM, hits read low; coupling enzyme system counterscreen, AmpLite Red fluorescence; 0.67% of 290,000 active; in the data active = activity change below about -30%; also: % is scaled to controls: 0 for no effect and ±100 for the full control effect
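First, compound is pin-transferred into glyceraldehyde-3-phosphate coupling-enzyme reagent at 57.5 uM final and held 10 min at RT. Next, substrate, coupling system and AmpLite Red are added. After 20 min RT, fluorescence (525/598 nm) is read.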
Giardia kill = Small Molecules that selectively kill Giardia lamblia: qHTS; AID 540267, 2011; activity change, % at 7.66 µM, hits read low; 0.15% of 340,000 active; Giardia lamblia trophozoite viability; in the data active = activity change below about -80%; inconclusive = between about -30% and that limit;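 also: parasites exposed to compound for two days anaerobically before the ATP read; % is scaled to controls: 0 for no effect and ±100 for the full control effect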
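Viability, read as ATP luminescence: trophozoites at 100 cells/well, compound added, 48 hrs anaerobic at 37 deg C, then 15-30 min room-temperature development before reading.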
B2AR arrestin = qHTS assay of beta-arrestin-biased ligands of beta2-adrenergic receptor | Beta-2 adrenergic receptor (Homo sapiens), P07550 | beta-arrestin recruitment to beta2AR, cell-based reporter | Potency, µM (doses to about 46.1 µM), inactives show at the top dose activation, usual class: activators | 0.02% of 330,000 active | AID 492947, 2010;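 also: potency is read from the fitted curve at half-maximal effect; 0% = DMSO controls and full agonism = EC100 isoproterenol or metaproterenol; nearly all actives have a fitted effect of over 65% in size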
Menin-MLL TR inh = qHTS Assay for Inhibitors Targeting the Menin-MLL Interaction in MLL Related Leukemias: Competition With Texas Red Labeled MLL-derived Mutant Peptide; Potency, µM (highest dose often 61.6 µM), for the others: top-dose FP activity change, negative = inhibition, hits mostly inhibitors; 0.23% of 270,000 active; Menin + Texas Red MLL mutant peptide, fluorescence polarization; active = well fitted inhibition curve with a large enough effect in the polarisation, with a control signal flat, not every such curve was filed as active; inconclusive = small, poorly fitted or top-dose-only effect, or effect the other way, or a change in a side signal; inactive = no such curve, though single readings can be large or run the other way; the % refers to the polarisation; also: potency is read from the fitted curve at half-maximal effect; % of control where 0% means no effect; many of its hits are not listed in these tables
TRPV1 ag = HTS Assay for Compounds that Act as Agonists of the Vanilloid Receptor 1 | Transient receptor potential cation channel subfamily V member 1 (Homo sapiens), Q8NER1 | activation, % at 8.33 µM | 0.19% of 320,000 active | TRPV1-expressing cells, Fluo-8 calcium influx, agonist mode; in the data active = activation above about 80%; inconclusive = between about 30% and that limit; also: 0% is about no effect
Target sequence (Q8NER1 whole entry, looked up): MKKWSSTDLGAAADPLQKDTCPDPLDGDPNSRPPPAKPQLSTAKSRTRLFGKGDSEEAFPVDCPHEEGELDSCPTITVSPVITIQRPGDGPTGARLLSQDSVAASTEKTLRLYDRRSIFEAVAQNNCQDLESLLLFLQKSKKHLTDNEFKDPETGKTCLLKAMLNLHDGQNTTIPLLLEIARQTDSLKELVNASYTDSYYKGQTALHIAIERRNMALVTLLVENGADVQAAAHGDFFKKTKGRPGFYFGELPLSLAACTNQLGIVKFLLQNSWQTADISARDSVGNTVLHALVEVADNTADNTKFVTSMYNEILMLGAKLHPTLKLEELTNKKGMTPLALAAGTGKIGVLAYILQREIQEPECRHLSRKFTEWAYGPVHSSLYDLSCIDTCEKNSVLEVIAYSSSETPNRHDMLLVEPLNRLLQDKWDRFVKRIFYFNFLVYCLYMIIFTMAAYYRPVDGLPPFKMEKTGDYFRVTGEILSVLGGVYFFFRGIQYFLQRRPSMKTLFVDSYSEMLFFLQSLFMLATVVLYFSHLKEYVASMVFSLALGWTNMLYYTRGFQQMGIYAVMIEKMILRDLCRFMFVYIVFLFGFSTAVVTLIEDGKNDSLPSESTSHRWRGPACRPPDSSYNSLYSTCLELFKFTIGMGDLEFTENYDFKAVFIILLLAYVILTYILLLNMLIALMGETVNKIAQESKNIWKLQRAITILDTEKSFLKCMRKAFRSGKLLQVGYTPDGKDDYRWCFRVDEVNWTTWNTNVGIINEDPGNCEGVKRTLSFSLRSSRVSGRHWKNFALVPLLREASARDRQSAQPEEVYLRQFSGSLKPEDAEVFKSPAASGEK
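TRPV1-expressing cells were cultured overnight at 35.5C and loaded with Fluo-8 calcium dye for 40 to 90 min at room temperature. After a 10 s baseline, compound was added and calcium influx was read kinetically for 3 min (ex 480/em 520 nm).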
hERG WT inh = qHTS for Inhibitors of KCHN2 3.1: Wildtype qHTS; Voltage-gated inwardly rectifying potassium channel KCNH2 (Homo sapiens), Q12809; U2OS, BacMam KCNH2, thallium flux FluxOr; stronger effect = lower value; activity change, % at 1.84 µM; 0.37% of 340,000 active; AID 720551, 2013;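 active = maximum activity change below -70%; inconclusive = maximum activity change between -70% and -50%; inactive = maximum activity change above -50%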; also: % is scaled to controls: 0 for no effect and ±100 for the full control effect
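U2OS cells transduced with wild-type KCNH2 virus are loaded with FluxOr dye for 45 min, and thallium flux is measured in kinetic reads before and after stimulation buffer. Rate constants are normalized to DMSO controls.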
MLL CXXC-DNA inh = qHTS Fluorescence Polarization Assay for Inhibitors of MLL CXXC domain - DNA interaction | MLL-CXXC / FITC-HOXA9 DNA fluorescence polarization | Potency, µM (top dose mostly 115 µM), for the others: at the highest dose activity change, negative = inhibition, hits mostly inhibitors | 0.037% of 290,000 active | Histone-lysine N-methyltransferase 2A (Homo sapiens), Q03164; active = well fitted inhibition curve with a large enough effect in the polarisation, with a control signal flat, not every such curve was filed as active; inconclusive = small, poorly fitted or top-dose-only effect, or effect the other way, or a change in a side signal; inactive = no such curve, though single readings can be large or run the other way; the % refers to the polarisation; also: potency is read from the fitted curve at half-maximal effect
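Steps: dispense CXXC domain solution (7 uM) → pin compounds or unlabeled HOX-A9 DNA control → 5 min ambient → add FLSN-HOX-A9 solution (50 nM) → spin → 30 min ambient → fluorescence polarization. Tris pH 7.5/NaCl/DTT/BSA buffer.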
PKM2 activator = qHTS Assay for Activators of Human Muscle isoform 2 Pyruvate Kinase; Pyruvate kinase PKM (Homo sapiens), P14618; purified PKM2, Kinase-Glo ATP luminescence, activation; response scale: 0% is enzyme alone, no compound; Potency, µM (top dose mostly 57.5 µM), for inactives: at the top dose activation, most hits filed as activators; 0.34% of 260,000 active; AID 1631, 2009; also: potency is read from the fitted curve at half-maximal effect; % is scaled to controls: 0 for no effect and ±100 for the full control effect; nearly all actives have a fitted effect of over 55% in size
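Purified hPK-M2 (>95% pure) converted ADP (0.1 mM final) to ATP with 0.5 mM PEP in 50 mM imidazole pH7.2, KCl, MgCl2, Tween 20, BSA; 1 h at room temperature. ATP detected by Kinase-Glo luminescence.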
GALK inh = qHTS Assay for Inhibitors of Human Galactokinase (GALK) | P51570 | 0.007% of 270,000 active | Purified GALK, Kinase-Glo residual ATP luminescence | Potency, µM (series often up to 57.5 µM), for the others: at the highest dose activity change, negative = inhibition, most hits filed as inhibitors | AID 1868, 2009; also: potency is read from the fitted curve at half-maximal effect; % is scaled to controls: 0 for no effect and ±100 for the full control effect
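ATP-depletion format; final 35 uM ATP, 100 uM D-galactose, 5 nM enzyme; pH 8.0 HEPES/Mg2+ buffer; 60 min RT; luminescence read 10 min after detection reagent.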
The depositor's hits bear a star; u = inconclusive; x = not tested or not shown; & = joins results of further samples; [ ] = dose if it differs, or a comment. Unless noted, calls follow the shape of the dose curve; as a rule, active = well fitted curve in the direction sought with a large enough effect; inconclusive = small, poorly fitted or top-dose-only effect, or another doubt; inactive = no such curve, though single readings can be large; an effect the other way counts as inactive or inconclusive. This is a subset; rates above refer to the full screens.

Each structure is followed by: USP2a inh, KCNH2 3.1 inh, Coupling enz, Giardia kill, B2AR arrestin, Menin-MLL TR inh, TRPV1 ag, hERG WT inh, MLL CXXC-DNA inh, PKM2 activator, GALK inh
[1] CC(=NCc1ccc2c(c1)OCO2)c1c(O)[nH]c(=O)[nH]c1=O
  0.3%, -1.9, 0.7, -2.4, -0.4%, 11.6%, -0.3, 10.1, -1.1%, u, -2.2%
[2] CCc1ccc(CNCCc2ccccc2F)cc1
  1.2%, -46.6, 1.4, 12.9, 0.5%, -5.4%, 1.0, -9.0, -7.4%, -2.5%, 3.0%
[3] Cc1ccc2c(c1)C1CN(C)CCC1N2S(=O)(=O)c1ccccc1 (stereo not drawn)
  0.6%, 3.4, -0.1, -0.7, 0.3%, -5.8%, 19.4, 23.7, 10.9%, 4.3%, -0.5%
[4] O=C1NC(=O)N(c2ccccc2F)C(=O)/C1=C/c1ccc(Oc2ccc([N+](=O)[O-])cn2)cc1
  -1.5%, 1.9, 4.3, 11.2, 0.1%, 29.7%, 2.0, 6.7, -5.7%, 7.8%, 3.2%
[5] O=C1c2ccccc2-c2cccc3cccc1c23
  x, 0.5, 2.2, 1.9, x, -1.3%, x, 0.5, x, x, x
[6] Cc1ccsc1C(=O)C1CCCN(Cc2cccc(-n3cccn3)c2)C1 (stereo not drawn)
  -3.7%, -19.8, -14.0, 7.5, 5.0%, 6.9%, -5.9, 5.0, 1.2%, -5.8%, 0.3%
[7] O=C1c2ccccc2C2(c3ccc(Cl)cc3)NCCN12 (stereo not drawn)
  1.0%, x, 0.8, -6.3, -0.7%, -7.7%, -5.0, 4.8, 4.6%, -4.4%, 4.7%
[8] O=C(Cn1cnc2sc3c(c2c1=O)CCCC3)NCCCC(=O)N1CCC2(CC1)OCCO2
  4.7%, 13.2, -0.6, 2.3, -0.2%, -13.8%, 0.8, -11.3, 11.6%, -8.3%, -2.1%
[9] Cc1cc(OC(C)C(=O)N[C@H](C(=O)O)c2ccccc2)c2c3c(c(=O)oc2c1)CCC3 (stereo partly drawn)
  1.8%, -5.7, 9.0, -4.7, -0.4%, -15.5%, 2.1, 1.1, -17.6%, -0.6%, x
[10] CCOC(=O)C1CN(C)CCC1=O (stereo not drawn)
  0.8%, 21.3, 1.2, 13.0, 0.1%, 12.5%, -0.3, 5.2, 2.9%, 0.6%, 1.2%
[11] O=C(COC(=O)c1ccccc1)Nc1ccc(Cl)cc1C(=O)c1ccccc1
  1.8%, -28.3, 0.1, -0.6, 2.3%, 5.9%, 0.5, 0.5, 7.7%, -16.9%, -1.8%
[12] CC[C@]12C=CCN3CCC4(c5cc(Br)c(OC)cc5N(C)C4[C@@](O)(C(=O)OC)[C@@H]1OC(C)=O)C32 (stereo partly drawn)
  -1.2%, 19.1, -1.3, -0.1, 0.2%, -17.0%, -2.4, x, -1.6%, 0.5%, -2.4%
[13] CCS(=O)(=O)Nc1cccc(C(=C2CCCCC2)c2cnc[nH]2)c1
  0.5%, 10.6, x, 5.4, 0.1%, -20.2%, 14.0, -0.6, 7.2%, x, x
[14] CC(C)C/C(=N/O)c1cn(C)c2ccccc12
  0.3%, 5.7, 0.0, -19.2, -0.1%, -6.2%, -2.8, 11.3, 3.7%, 0.3%, 3.9%
[15] CCOc1ccc(N2C(=O)/C(=C/c3ccco3)C(=O)NC2=S)cc1
  -1.7%, 5.5, 7.8, -19.0, -0.3%, 28.1%, 4.9, 16.3, u, 19.7%, 3.0%
[16] COC(=O)C1=C(c2ccc(F)cc2OCc2ccccc2)C[C@@H]2CC[C@H]1N2C(=O)NCCc1ccc(F)cc1
  1.0%, -24.1, x, -8.2, 0.2%, x, 16.9, u, x, x, x
[17] Fc1ccccc1CNCCc1c[nH]c2ccccc12
  3.1%, -3.0, -1.5, 0.7, -0.1%, 1.1%, 6.1, -10.5, 7.2%, x, -3.2%
[18] O=C1CN(O)C(c2ccccc2)=c2cc(Cl)ccc2=N1
  -2.3%, -3.7, -2.0, -1.6, -0.3%, -19.5%&-8.5%, -3.9, 9.5, 32.3%&1.7%[activator], 1.4%, -6.3%
[19] C=CCn1c(O)c(C(C)=Nc2ccc(C(=O)O)cc2)c(=O)[nH]c1=O
  2.7%, 15.9, 3.6, -7.8, -0.1%, x, 1.6, -3.2, -2.7%, -2.0%, 2.0%
[20] CCCC[N+]12CCC(CC1)C(C(O)(c1ccccc1)c1ccccc1)C2 (stereo not drawn)
  1.6%, 6.9, -1.7, 7.2, -0.8%, x, -0.5, -1.3, -2.1%, -3.2%, 2.2%
[21] CC(Cc1ccccc1)NC(=O)/C=C/C(=O)O (stereo not drawn)
  -1.7%, -11.9, 1.7, -10.3, -0.3%, -1.6%, -5.2, 1.8, 4.6%, -2.1%, -2.1%
[22] COc1cc2c(cc1OC)-c1c(OC)c(OC)cc3c1[C@H](C2)N(C)CC3
  -0.9%, x, -33.8*, -22.4, -2.0%, -15.3%, -0.3, x, 18.2%, 0.8%, x
[23] COc1ccc(-n2c(CN3CCOCC3)nc3ccccc3c2=O)c(OC)c1
  2.4%, 7.8, 1.2, -8.8, 0.5%, -27.0%, 1.1, 31.2, -10.1%, -2.4%, 2.6%
[24] CC(C)CCOP(N)(=O)Oc1ccccc1 (stereo not drawn)
  -0.2%, 27.6, -1.1, -17.3, -0.5%, 10.1%, -1.6, -1.1, 5.0%, 2.5%, x
[25] C[C@]12CCC3C(CC[C@H]4C[C@@H](O)CC[C@]34C)C1C[C@@H](O)[C@]2(C)O (stereo partly drawn)
  0.2%, 16.1, x, -11.5, -0.5%, x, x, -7.3, x, x, x
[26] Cc1nn(Cc2ccc(Cl)cc2Cl)c(Cl)c1C(=O)NC1CCCc2ccccc21 (stereo not drawn)
  -1.0%, -8.9, 3.3, -12.1, -1.7%, 1.4%, -4.4, -7.1, 3.9%, 13.7%, 1.4%
[27] COc1ccc(CCNCc2ccc(OC)c(OC)c2OC)cc1
  2.0%, 7.0, 1.1, -12.3, 0.0%, -9.2%, 0.2, 20.4, 17.7%, 7.5%, 1.1%
[28] O=[N+]([O-])c1ccc(N2CCOCC2)c2ccncc12
  1.4%, -23.1, -16.3, u, 0.4%, -12.5%, -5.8, -7.4, 3.5%, 16.1%, -2.8%
[29] Cc1c(C=C2C(=O)N(C)C(=S)N(C)C2=O)c2ccccc2n1CC(=O)NCC1CCCO1 (stereo not drawn)
  -18.6%, 6.2, x, -16.2, -0.2%, x, -2.1, 21.4, u, x, -9.2%
[30] CCC(C)n1c(O)c(C=NCC2CCCO2)c(=O)[nH]c1=S (stereo not drawn)
  -0.2%, -2.6, -1.7, 4.3, 0.5%, x, 2.6, -10.9, -3.7%, 3.5%, -2.6%
[31] CC1(C)C(C(=O)N2CCN(c3ccc(Cl)cc3)CC2)C1(C)C
  0.8%, 6.7, -0.9, -15.1, 0.0%, u, u, 4.0, 14.4%, x, -1.5%
[32] O=c1[nH]c(=O)n(-c2cccc(F)c2)c(O)c1/C=C1\C=Nc2ccccc21
  -0.8%, 2.3, -1.5, 11.4, -0.5%, 40.1%[activator], 7.2, -3.7, -8.8%, x, -0.9%
[33] CCCCn1c(O)c(C(C)=Nc2cccc(C(=O)O)c2)c(=O)[nH]c1=O
  4.0%, -17.9, 1.0, 1.8, -0.6%, -3.0%, 0.4, -0.9, 9.8%, -1.3%, -0.2%
[34] COC(=O)C1=C(c2ccc(OC)c(OC)c2)C[C@@H]2CC[C@H]1N2C(=O)N1CCCCC1
  1.6%, 4.4, x, -6.4, 0.0%, x, -6.0, -5.9, x, x, x

High-throughput results: PubChem BioAssay, National Center for Advancing Translational Sciences (NCATS)
